HePTP inh: blocks human HePTP tyrosine phosphatase; P35236; recombinant HePTP phosphatase activity, OD absorbance; inhibition, % at 20 µM; 110,000 compounds, 0.64% hits; AID 521; in the data active = inhibition above about 50%;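 note: plate controls were vehicle for no effect and reference inhibitor for full effect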
Target sequence (P35236 whole entry, looked up): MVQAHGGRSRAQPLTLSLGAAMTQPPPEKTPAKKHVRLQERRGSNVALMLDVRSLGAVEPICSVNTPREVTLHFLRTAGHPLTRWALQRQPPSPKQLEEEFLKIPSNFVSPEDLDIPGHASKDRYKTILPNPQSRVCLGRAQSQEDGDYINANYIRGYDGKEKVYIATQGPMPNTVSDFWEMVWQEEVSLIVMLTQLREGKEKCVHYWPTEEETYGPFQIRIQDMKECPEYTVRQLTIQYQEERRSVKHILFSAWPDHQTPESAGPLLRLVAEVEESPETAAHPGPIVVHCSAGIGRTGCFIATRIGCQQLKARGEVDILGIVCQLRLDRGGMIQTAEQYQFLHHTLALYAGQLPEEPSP
BAP1 inh: human BAP1 deubiquitinase inhibition; Q92560; recombinant BAP1, Ub-AMC hydrolysis fluorescence kinetic; stronger effect = lower value; 72,000 compounds, 0.48% hits; activity remaining (% of control), % at 20 µM;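 active = activity remaining at or below 50% of control, provided the compound also passes the data quality filters; inactive = the rest, including low values that fail the filters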;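 note: 100% = DMSO wells rate and 0% = substrate alone blank rate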
* marks the source's active call; other numbers are inactive results; i = inactive; nt = no result given; & = joins results of further samples.

1) COc1ccccc1N1C(=O)S/C(=C\c2ccccc2Cl)C1=O
2) CC1CN=C(NC(=S)Nc2ccccc2)S1 (stereo not drawn)
3) CC(c1nnc(SCC(=O)NC(=O)NCc2ccco2)n1-c1ccc(Cl)cc1)N(C)C (stereo not drawn)
4) CCOCCCNc1nc2c(c(=O)[nH]c(=O)n2C)n1CCCc1ccccc1
5) O=C1C(=O)N(Cc2cccnc2)C(c2ccccn2)/C1=C(/O)c1ccc(Br)cc1 (stereo not drawn)
6) CC(C)c1cccc(C(C)C)c1NC(=O)C(C(C)C)N1C(=O)c2ccccc2C1=O (stereo not drawn)
7) COc1ccc(/C=N/NC(=O)c2cc(-c3ccc(Cl)cc3)n[nH]2)cc1
8) Cc1ccccc1C(=O)Nc1cc(C(=O)O)cc(C(=O)O)c1

Screen / compound no.,1,2,3,4,5,6,7,8
HePTP inh,7,4,5,-2,-2,nt,5,-26
BAP1 inh,nt,nt,105,90,89,80,nt,nt

9) C=CCn1c(Cc2cccs2)nnc1SCC(=O)Nc1cccc(OC)c1
10) CC(=O)Nc1ccc(C)cc1NC(C)=O
11) CCc1nnc(NC(=O)CSc2nc(C)c3c(c2C#N)CCCC3)s1
12) COC(=O)c1ccccc1NC(=O)c1ccco1
13) O=C(Nc1ccon1)c1ccc2c(c1)OCO2
14) O=C(Nc1ccc(OC(F)(F)F)cc1)c1ccc(OCc2ccccc2)cc1
15) Cc1c([N+](=O)[O-])c([N+](=O)[O-])nn1CC(=O)N1CCOCC1
16) COc1ccc(Cl)cc1NC(=O)CCn1cnc2ccccc2c1=O

Screen / compound no.,9,10,11,12,13,14,15,16
HePTP inh,4,-2,6,-1,0,8,-2,7
BAP1 inh,96,90,nt,109,136,nt,nt,123

Of the compounds above, nine have nitrogen in an aromatic ring:
3) CC(c1nnc(SCC(=O)NC(=O)NCc2ccco2)n1-c1ccc(Cl)cc1)N(C)C (stereo not drawn)
4) CCOCCCNc1nc2c(c(=O)[nH]c(=O)n2C)n1CCCc1ccccc1
5) O=C1C(=O)N(Cc2cccnc2)C(c2ccccn2)/C1=C(/O)c1ccc(Br)cc1 (stereo not drawn)
7) COc1ccc(/C=N/NC(=O)c2cc(-c3ccc(Cl)cc3)n[nH]2)cc1
9) C=CCn1c(Cc2cccs2)nnc1SCC(=O)Nc1cccc(OC)c1
11) CCc1nnc(NC(=O)CSc2nc(C)c3c(c2C#N)CCCC3)s1
13) O=C(Nc1ccon1)c1ccc2c(c1)OCO2
15) Cc1c([N+](=O)[O-])c([N+](=O)[O-])nn1CC(=O)N1CCOCC1
16) COc1ccc(Cl)cc1NC(=O)CCn1cnc2ccccc2c1=O

Screen / compound no.,3,4,5,7,9,11,13,15,16
HePTP inh,5,-2,-2,5,4,6,0,-2,7
BAP1 inh,105,90,89,nt,96,nt,136,nt,123

Continuation.
17) CCOC(=O)c1c(NC(=O)C(C)(C)C)sc2c1CCC2
18) CCn1c(=NC(=O)CN2C(=O)CCC2=O)sc2c(C)cc(C)cc21
19) CC(=O)Oc1cc(OC(C)=O)c2c(-c3ccc([N+](=O)[O-])cc3)cc(=O)oc2c1
20) Cc1nn(-c2ccccc2)c2[nH]c(=O)c(CNCc3ccc4c(c3)OCO4)cc12
21) CCCc1[nH]n(-c2nc3ccccc3s2)c(=O)c1C=NCCN1CCOCC1
22) CC1(C)CC(C)(c2ccc([N+](=O)[O-])cc2)c2cc([N+](=O)[O-])ccc21 (stereo not drawn)
23) Cc1ccccc1OCC(=O)Nc1cccc(NC(=O)c2ccco2)c1
24) O=C(NCc1ccc2c(c1)OCO2)c1c[nH]c2ccc(S(=O)(=O)N3CCOCC3)cc2c1=O

Screen / compound no.,17,18,19,20,21,22,23,24
HePTP inh,-7,-5,nt,-4,12,4,8&-19,2
BAP1 inh,nt,94,56,71,92,nt,94,nt

25) COc1ccc2cc(C(=O)NC3CCCCC3)c(=O)oc2c1
26) Cc1ccc(NCc2nnc(SCC(=O)N3CCCCC3)n2CC2CCCO2)c(C)c1 (stereo not drawn)
27) COc1cccc(CN2CCN(S(=O)(=O)c3ccc(Cl)cc3)CC2)c1
28) COc1cccc(CNc2nc3nc(C)cc(C)n3n2)c1
29) Cc1nc2c(C(=O)NCc3ccc4c(c3)OCO4)c[nH]n2c(=O)c1Cl
30) CC(C)(C)C(=O)Nc1cccc(OC(F)(F)C(F)Cl)c1 (stereo not drawn)
31) O=C(Cc1nc2ccccc2[nH]1)NCc1ccccc1
32) CCOc1cc(OCC)cc(C(=O)Nc2cc(C)ccc2C)c1

Screen / compound no.,25,26,27,28,29,30,31,32
HePTP inh,6,10,2,4,0,nt,-3,-2
BAP1 inh,i,110,nt,86,80,105,76,nt

33) CCCC(=O)NCCc1cc2cc(C)c(C)cc2[nH]c1=O
34) CCOc1ccc(N/C(=N\S(=O)(=O)c2ccc(NC(C)=O)cc2)Nc2nc(C)cc(C)n2)cc1
35) O=c1oc(-c2ccco2)cc(-c2ccccc2)c1-c1ccccc1
36) CCc1nc(N)c(C#N)c(-c2ccncc2)c1C
37) CC(C)(C)OC(=O)NNC(=O)c1ccco1
38) Cc1cc(C)c(C#N)c(N2CCN(Cc3ccc4c(c3)OCO4)CC2)n1
39) Cn1c(=O)c2[nH]c(-c3cccnc3)nc2n(C)c1=O
40) C=CCNC(=O)c1cnn(-c2ccccc2)c1NC(=O)c1cccc(F)c1

Screen / compound no.,33,34,35,36,37,38,39,40
HePTP inh,nt,104*,-8,10,-1,6,2,5
BAP1 inh,88,nt,nt,96,nt,109,114,nt

41) Cc1cc(C(=O)CSc2nnnn2C)c(C)n1-c1ccc2c(c1)OCCO2
42) CCOC(=O)N1CCN(C(=O)c2ccc(CN(c3ccccc3)S(C)(=O)=O)cc2)CC1
43) COc1ccc(/C=C2\C(=O)NC(=O)N(c3cccc(Br)c3)C2=O)c(C)c1
44) CCOC(=O)N1CCN(c2c(-c3ccc(C)c(C)c3)c(=O)c2=O)CC1
45) CCOC(=O)C(C#N)C(c1cccnc1)c1c(C)[nH][nH]c1=O (stereo not drawn)
46) O=C(OCCN1C(=O)c2cccc([N+](=O)[O-])c2C1=O)C1CCCCC1
47) O=C1OC2(c3ccccc3)C3CCCC2C13
48) CCc1cc(=O)oc2c(C)c(O)c(CN3CCCCC3)cc12

Screen / compound no.,41,42,43,44,45,46,47,48
HePTP inh,-5,8,4,2,2,nt,8,1
BAP1 inh,82,nt,nt,83,108,60,95,345

49) COc1ccc2nc(SCC(=O)N(C)C3CCCCC3)c(C#N)cc2c1
50) Cn1c(=O)c(N2CCCCC2)c2c3c(cccc31)C(=O)c1ccccc1-2
51) COc1cc(Br)cc(/C=N/N(C)C2=NS(=O)(=O)c3cc([N+](=O)[O-])ccc32)c1OC
52) CCCC(=O)Nc1cc(OCC)c(NC(=O)NC2CCCCC2)cc1OCC
53) CCOC(=O)C(C)Oc1nc(Oc2ccccc2)nc(N(C)C)n1 (stereo not drawn)
54) Cc1nnc(N/N=C/c2cccc(F)c2)[nH]c1=O
55) O=C(NCc1ccccn1)c1ccc([N+](=O)[O-])cc1
56) COc1cc(C2NC(=O)NC(C)=C2C(=O)OCCOC(C)C)ccc1OCc1ccccc1 (stereo not drawn)

Screen / compound no.,49,50,51,52,53,54,55,56
HePTP inh,6,-9,11,-3,3,-18,-10,-9
BAP1 inh,77,nt,nt,61,134,nt,nt,nt

57) O=C(NCCN=C1NS(=O)(=O)c2ccccc21)c1ccc2nccnc2c1
58) CC1(C)CC(=O)C(CC2=C(O)CC(C)(C)CC2=O)=C(O)C1
59) CCCC(c1nnnn1CCc1ccccc1)N1CCN(C(=O)c2ccco2)CC1 (stereo not drawn)
60) O=[N+]([O-])c1ccc(N2N=C(c3ccccc3)CC2c2ccccc2O)cc1 (stereo not drawn)
61) Cc1noc(NS(=O)(=O)c2ccc(NC(=O)COc3ccc(Cl)cc3Cl)cc2)c1C
62) CC(=O)NC1=NC(=O)/C(=C\c2ccc(-c3ccc([N+](=O)[O-])cc3)o2)S1
63) CCOC(=O)c1csc(NC(=O)c2ccccc2)n1
64) COc1cc(NC(=O)c2cc(-c3cc(C)ccc3C)nc3ccccc23)c(OC)cc1Cl

Screen / compound no.,57,58,59,60,61,62,63,64
HePTP inh,8,5,-3,-6,6,9,32,-3
BAP1 inh,100,106,107,nt,86,nt,101,nt

65) COC(=O)c1ccccc1S(=O)(=O)NC(=O)c1ccccc1
66) O=C(O)CCSc1nc2ccccc2n1C1CCCCC1
67) c1ccc(C(c2nnnn2Cc2ccco2)N2CCN(C3CCCC3)CC2)cc1 (stereo not drawn)
68) Cc1ccc(NC(=O)c2c(NC(=O)c3ccccc3)sc3c2CCC(C)C3)cc1 (stereo not drawn)
69) CCOC(=O)c1c(NC(=O)/C=C\C(=O)O)sc(C(=O)Nc2ccccc2)c1C
70) CCOc1ccc(N(CC(=O)N2CCc3ccccc32)S(=O)(=O)c2c(C)noc2C)cc1
71) O=C(NCC(F)(F)F)Nc1cccnc1
72) CCSc1ccccc1C(=O)Nc1cccnc1
73) CCCCn1c(=O)n(C)c(=O)c2c3c(sc21)COC(C)(C)C3
74) O=c1c(-c2ccccc2)c(C(F)(F)F)oc2cc(O)ccc12
75) CCOc1ccccc1C(=O)Nc1sc(C)c(C)c1C#N

Screen / compound no.,65,66,67,68,69,70,71,72,73,74,75
HePTP inh,10,nt,16,nt,-9,-11,0,-2,7,-13,10
BAP1 inh,132,74,102,365,nt,71,82,90,112,nt,nt

From entry 74 to 75, copied from above:
74) O=c1c(-c2ccccc2)c(C(F)(F)F)oc2cc(O)ccc12
75) CCOc1ccccc1C(=O)Nc1sc(C)c(C)c1C#N

Screen / compound no.,74,75
HePTP inh,-13,10
BAP1 inh,nt,nt

Records above shown as hits in HePTP inh:
34) CCOc1ccc(N/C(=N\S(=O)(=O)c2ccc(NC(C)=O)cc2)Nc2nc(C)cc(C)n2)cc1

Screen / compound no.,34
HePTP inh,104*
BAP1 inh,nt

Screens (PubChem)

Compounds were not picked by outcome; about 0.79% have a hit in one of these screens.
